Screening data (PubChem)
AGP1 TOR yeast = modulators of AGP1-GFP expression in yeast TOR pathway, primary screen, cell-based, multiplex flow cytometry, S. cerevisiae, MLPCN library | 3 h; GFP as percent of DMSO wells | GFP response vs DMSO, % at 10 µM | 0.02% of 320,000 active | AID 2066, 2009;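 active means GFP response relative to DMSO above a set limit, near screen average plus 3 SD, cut at about 150% in these data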;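 further: median GFP channel fluorescence of the gated AGP1 strain per well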
LAP4-GFP MLPCN = modulators of LAP4-GFP expression in yeast, primary screen, S. cerevisiae, multiplex flow cytometry, MLPCN library. 3 h; median GFP as percent of DMSO wells. 0.34% of 320,000 active. GFP response vs DMSO, % at 10 µM;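 active means GFP response vs DMSO above a set limit, about the screen mean plus 3 SD, cut at about 150% in these data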
MEP2-GFP yeast = modulators of MEP2-GFP levels in yeast, primary screen, S. cerevisiae, multiplex flow cytometry, MLPCN library; S. cerevisiae MEP2-GFP strain, 3 h; 100% = DMSO control level; GFP response vs DMSO, % at 10 µM; 0.51% of 330,000 active;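 active means GFP response versus DMSO above a set limit, roughly screen mean plus 3 SD, cut at about 180% in these data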;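 further: median GFP fluorescence of the barcode-gated MEP2-GFP cells per well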
RPL19A TOR yeast = RPL19A-GFP expression modulators in yeast, primary screen, cell-based, S. cerevisiae, multiplex flow cytometry, MLPCN. S. cerevisiae RPL19A-GFP strain, 3 h; active compounds read low. percent response vs DMSO, % at 10 µM. 0.3% of 330,000 active. AID 2025, 2009;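 active means percent response vs DMSO below 50%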;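 further: median channel GFP fluorescence of the barcoded RPL19A-GFP strain; ratio of sample median GFP to plate DMSO average so 100% = DMSO; lower means less RPL19A-GFP as with rapamycin TOR inhibition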
CR mimetic SO = reduction of superoxide in aged yeast, primary screen, HTS. S. cerevisiae aged cells, superoxide DHE fluorescence; active compounds read low. superoxide response (% of plate mean), % at 10 µM. 0.18% of 330,000 active. AID 2690, 2010;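 active means superoxide response under a set limit, about three screen SD below normal, cut at about 65% in these data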;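 further: yeast aged for seven days with compound at 30 °C before DHE staining; 100% = average MFI of all compound-treated wells on the plate with controls excluded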
CIT2 TOR yeast = modulators of CIT2-GFP expression in yeast, primary screen, S. cerevisiae, GFP fusion, multiplex flow cytometry, MLPCN library. 0.065% of 320,000 active. GFP response vs DMSO, % at 10 µM. AID 2029, 2009. S. cerevisiae CIT2-GFP strain, 3 h; 100 means same as DMSO wells;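 active means GFP response relative to DMSO above a set limit, near the screen mean plus 3 SD, cut at about 150% in these data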;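 further: ratio of well median GFP fluorescence to mean of DMSO wells on the plate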
Efflux pump mplx = inhibitors of Candida efflux pumps in yeast, primary screen, S. cerevisiae, Nile Red, multiplex; S. cerevisiae Candida pump triplex; inhibition, % at 10 µM; 0.44% of 330,000 active;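 active means plate passing quality check with inhibition over a set limit, or well fluorescence over plate mean plus 4 SD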;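 further: Nile Red retained in pooled yeast measured as flow cytometry median fluorescence; 0% = buffer negative control and 100% = Enniatin B positive control; higher means more Nile Red kept so more efflux inhibition; some compounds called inactive have numbers as strong as hits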
AHR act = AHR activators, primary screen, cell-based, luminescence, luciferase reporter, human | Aryl hydrocarbon receptor (Homo sapiens), P35869 | AHR-responsive luciferase reporter cells | activation, % at 5 µM | 2.5% of 320,000 active; in the data active means activation above about 47%;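 further: 0% = vehicle wells and 100% = reference agonist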
Target sequence (P35869 whole entry, looked up): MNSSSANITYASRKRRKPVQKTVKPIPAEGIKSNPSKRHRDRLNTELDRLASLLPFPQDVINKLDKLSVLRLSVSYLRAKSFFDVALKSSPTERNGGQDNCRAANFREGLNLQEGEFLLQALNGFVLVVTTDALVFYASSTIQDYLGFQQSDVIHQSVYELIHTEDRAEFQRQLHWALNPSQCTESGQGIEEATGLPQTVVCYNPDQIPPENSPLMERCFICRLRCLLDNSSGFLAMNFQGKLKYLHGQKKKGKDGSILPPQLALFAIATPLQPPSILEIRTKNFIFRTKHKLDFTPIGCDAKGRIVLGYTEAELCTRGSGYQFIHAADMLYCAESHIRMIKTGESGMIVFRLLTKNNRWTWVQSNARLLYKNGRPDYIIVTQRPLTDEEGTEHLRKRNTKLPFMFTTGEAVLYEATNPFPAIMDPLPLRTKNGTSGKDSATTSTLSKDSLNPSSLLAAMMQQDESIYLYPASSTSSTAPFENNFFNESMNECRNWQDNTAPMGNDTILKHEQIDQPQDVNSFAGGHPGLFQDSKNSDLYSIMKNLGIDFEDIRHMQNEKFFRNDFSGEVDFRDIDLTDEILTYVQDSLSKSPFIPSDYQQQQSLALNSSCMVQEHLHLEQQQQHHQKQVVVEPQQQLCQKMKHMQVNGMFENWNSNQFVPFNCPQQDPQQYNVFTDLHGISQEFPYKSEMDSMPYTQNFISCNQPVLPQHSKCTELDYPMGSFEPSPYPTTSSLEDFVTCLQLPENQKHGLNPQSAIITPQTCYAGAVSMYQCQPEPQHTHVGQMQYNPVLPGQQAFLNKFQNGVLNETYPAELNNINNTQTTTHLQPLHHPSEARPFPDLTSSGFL
* marks the source's active call; other numbers are inactive results; . = no result given; & = joins results of further samples; [ ] = dose if it differs, or a comment.

SMILES | AGP1 TOR yeast | LAP4-GFP MLPCN | MEP2-GFP yeast | RPL19A TOR yeast | CR mimetic SO | CIT2 TOR yeast | Efflux pump mplx | AHR act
NS(=O)(=O)OCCCc1ccccc1 | 88 | 107 | 91 | 102 | 114 | 73 | -0.1 | 1
Cc1cc(C)cc(NC(=O)CS(=O)(=O)c2ccccc2)c1 | 100 | 84 | 105 | 106 | 102 | 104 | -0.2 | 8
C(=N\Nc1ncnc2ccccc12)/c1ccccc1 | 110 | 109 | 102 | 99 | 97 | 106 | -0.1 | 46
Cc1cccc(N2C(=O)C(O)=C(C(=O)c3cccs3)C2c2cccc(Oc3ccccc3)c2)n1 (stereo not drawn) | 99 | 117 | 87 | 96 | 67 | 84 | -0.1 | 3
Cc1ccc(/C=C(\NC(=O)c2ccccc2)C(=O)NCCN2CCOCC2)o1 | 95 | 103 | 105 | 96 | 122 | 97 | 0.2 | 0
Cc1ccc(S(=O)(=O)N2CCN(C)CC2)cc1C | 94 | 89 | 101 | 98 | 96 | 100 | 0.1 | 1
Cc1ccc(S(=O)(=O)n2nc(-c3ccco3)nc2SCc2ccccc2)cc1 | 100 | 110 | 118 | 102 | 96 | 90 | -0.2 | -1
CCOC(=O)/C(C#N)=N/Nc1c(C)n(C)n(-c2ccccc2)c1=O | 99 | 105 | 97 | 100 | 86 | 94 | -0.1 | 3
CC(=O)/C=C(/C)NC(Cc1c[nH]c2ccccc12)C(=O)O (stereo not drawn) | 100&84 | 94&83 | 104&86 | 99&96 | 85&105 | 101&77 | 0.0&0.4 | 16&24
COc1ccc(-c2cc3cc(F)ccc3cn2)cc1 | 94 | 93 | 97 | 96 | 96 | 87 | -0.1 | 51*
COc1ccc(CCNC(=O)C(=O)NCC2CCCN2S(=O)(=O)c2cccs2)cc1 (stereo not drawn) | 105 | 97 | 97 | 97 | 102 | 87 | 0.2 | -1
Cc1ccc(C)c(SCc2nc3sc(C(=O)O)c(C)c3c(=O)[nH]2)c1 | 107 | 106 | 96 | 101 | 114 | 97 | -0.1 | -1
CCCCCOc1ccc(C(O)C(CN2CCOCC2)c2ccccc2)cc1 (stereo not drawn) | 100 | 100 | 107 | 102 | 85 | 108 | 0.0 | .
CC(Sc1nc2ccccc2[nH]1)C(=O)Nc1ccccc1F (stereo not drawn) | 99 | 110 | 95 | 93 | 106 | 96 | 0.0 | 3
COc1ccc(NC(=O)CSC2=C(C#N)C(c3ccco3)C3=C(CCCC3=O)N2)c(OC)c1 (stereo not drawn) | 108 | 102 | 102 | 101 | 90 | 96 | 0.1 | 3
COc1ccc(Nc2nc(C(=O)NCc3ccco3)cs2)cc1 | 100 | 108 | 101 | 101 | 106 | 106 | 0.6 | 13
O=C(Nc1nccs1)c1cc2cc(Cl)ccc2oc1=O | 93 | 100 | 96 | 87 | 111 | 91 | -0.1 | 1
CS(=O)(=O)N(CC(=O)Nc1ccccc1)c1cccc(Cl)c1Cl | 99 | 100 | 99 | 97 | 94 | 99 | -0.3 | 13
CCOC(=O)c1nnn(CC(=O)Nc2ccccc2OC)c1C(=O)OCC | 97 | 98 | 95 | 101 | 110 | 87 | 0.2 | -2
C[C@@H]1NC(=O)N(c2ccc(F)cc2)C1=O | 108 | 95 | 109 | 111 | 111 | 107 | -0.1 | .
CCOC(=O)C(=NC1CCCCC1)NNc1cccc(C(F)(F)F)c1 | 95 | 96 | 101 | 99 | 100 | 91 | 0.4 | 1
CCCCc1ccc(NC(=S)NCCN2CCOCC2)cc1 | 106 | 101 | 105 | 109 | 103 | 114 | -0.1 | 0
Cc1ccc(NC(=S)N2CCN(C(=O)C3CCCO3)CC2)cc1 (stereo not drawn) | 105 | 98 | 103 | 103 | 87 | 97 | 0.1 | 0
Cc1ccc(S(=O)(=O)NCc2cn3ccccc3n2)c(C)c1 | 95 | 95 | 95 | 89 | 90 | 99 | 0.1 | 0
Cc1cc(C)c2nc(NC(=O)c3ccc(OCC4CCCO4)cc3)sc2c1 (stereo not drawn) | 96 | 98 | 103 | 102 | 104 | 102 | -0.1 | -11

Other records
SMILES | AGP1 TOR yeast | LAP4-GFP MLPCN | MEP2-GFP yeast | RPL19A TOR yeast | CR mimetic SO | CIT2 TOR yeast | Efflux pump mplx | AHR act
Cc1cc(NS(=O)(=O)c2ccccc2)n(-c2ccccc2)n1 | 103 | 101 | 99 | 103 | 112 | 105 | 0.1 | 2
NS(=O)(=O)c1ccc2nc(NC(=O)CS(=O)(=O)c3ccccc3)sc2c1 | 109 | 107 | 97 | 103 | 107 | 102 | 0.2 | -1
Cc1ccc(NC(=O)CCn2c(=O)oc3ccccc32)cc1 | 95 | 98 | 100 | 94 | 107 | 89 | 1.4 | 26
Cc1cc(NC(=O)C(C)SCC(=O)N(C)Cc2ccccc2F)no1 (stereo not drawn) | 97 | 98 | 93 | 93 | 82 | 86 | 0.0 | -2
Cc1cc(=O)[nH]c(N/N=C/c2c[nH]c3ccccc23)n1 | 109 | 108 | 100 | 100 | 101 | 98 | -0.1 | 20
O=C(NNc1nc2ccc(F)cc2s1)c1cccc(F)c1 | 95 | 113 | 100 | 94 | 92 | 99 | 0.1 | 23
COc1ccc(Cl)cc1NC(=O)c1cc(S(=O)(=O)N2CCCC2)cn1C | 95 | 94 | 101 | 96 | 79 | 92 | 0.0 | 8
CCc1ccc(NC(=S)Nc2cc(C(=O)O)ccc2N2CC3CC(C2)c2cccc(=O)n2C3)cc1 (stereo not drawn) | 99 | 123 | 89 | 95 | 97 | 87 | 0.0 | 0
CN(C)N=C1c2cc(S(=O)(=O)N(C)C)ccc2-c2ccc(S(=O)(=O)N(C)C)cc21 | 101 | 95 | 101 | 102 | 103 | 105 | 0.0 | 9
O=C(NCCc1ccccn1)c1cc(-c2cccc3ccccc23)nc2ccccc12 | 104 | 101 | 103 | 105 | 88 | 106 | 0.1 | 15
Cc1nc(NC(=O)C2CCCCC2C(=O)O)sc1C (stereo not drawn) | 97 | 75 | 103 | 111 | 80 | 96 | 0.1 | 2
COc1ccccc1NC(=O)c1cnc2n(c1=O)CCS2 | 95 | 100 | 100 | 93 | 98 | 93 | 0.0 | 67*
CS(=O)(=O)c1ccc(C(=O)OCC(=O)NC2CCS(=O)(=O)C2)cc1[N+](=O)[O-] (stereo not drawn) | 103 | 96 | 105 | 104 | 106 | 100 | -0.1 | -2
O=C(Cc1ccc(S(=O)(=O)N2CCCC2)s1)Nc1cccc([N+](=O)[O-])c1 | 107 | 103 | 103 | 102 | 97 | 102 | -0.3 | 5
CCOC(=O)c1sc(=S)n(C)c1NC(=O)c1ccccc1C | 101 | 99 | 102 | 101 | 92 | 99 | -0.1 | 1
COc1ccccc1NC(=O)Cn1nc(-c2ccc(Cl)cc2)c2ccccc2c1=O | 92 | 92 | 90 | 104 | 113 | 83 | 0.6 | 17
CCN(CC)S(=O)(=O)c1ccc(NC(=O)CCNC(=O)c2ccco2)cc1 | 95 | 81 | 97 | 97 | 95 | 87 | 0.3 | 0
COc1cc(OC)cc(C(=O)Nc2ccc(Cn3ccnc3)cc2)c1 | 104 | 98 | 105 | 104 | 97 | 114 | -0.1 | 36
CC1CCN(Cc2c(C#N)c3ccccc3n2C)CC1 | 103 | 99 | 102 | 101 | 108 | 95 | -0.1 | -2
NS(=O)(=O)c1cccc(NC(=O)COC(=O)c2cc(-c3ccc(Cl)cc3)nc3ccccc23)c1 | 100 | 92 | 103 | 105 | 105 | 100 | 0.1 | -6
CCCCCOC(=O)CC(C(=O)OCCCCC)N1CCCCC1 (stereo not drawn) | 100 | 95 | 97 | 95 | 96 | 104 | -0.1 | -3
Cc1ccccc1C(=O)Nc1ccc(C(=O)N/N=C/c2ccc(F)cc2)cc1 | 100 | 101 | 93 | 101 | 99 | 88 | 0.0 | -1
COc1cc(CN2CCC(C(=O)N3CCCC(C)C3)CC2)cc(Br)c1O (stereo not drawn) | 86 | 89 | 99 | 91 | 108 | 92 | -0.1 | -1
Cc1noc(C)c1S(=O)(=O)N(C)C[C@H]1Oc2c(NC(=O)Nc3ccc4c(c3)OCO4)cccc2C(=O)N([C@H](C)CO)C[C@@H]1C | 95 | 98 | 95 | 93 | 90 | 88 | 0.7 | 0
COc1ccc(NC(=S)N(CCCN2CCCC2)Cc2cccs2)cc1 | 97 | 94 | 95 | 106 | 89 | 108 | -0.1 | -1

(cont.)
SMILES | AGP1 TOR yeast | LAP4-GFP MLPCN | MEP2-GFP yeast | RPL19A TOR yeast | CR mimetic SO | CIT2 TOR yeast | Efflux pump mplx | AHR act
CN1CCCC(n2nc(Cc3ccc(Cl)cc3)c3ccccc3c2=O)CC1 (stereo not drawn) | 99 | 98 | 96 | 103 | 98 | 97 | 0.0 | -3
O=C(CSc1nnc(CNc2ccc(F)cc2)o1)c1ccccc1 | 114 | 103 | 112 | 120 | 117 | 112 | 0.1 | 4
CS(=O)(=O)N(CC(=O)O)Cc1cccc(CN(CC(=O)O)S(C)(=O)=O)c1 | 69 | 106 | 92 | 88 | 91 | 64 | 0.0 | 1
COc1cc(/C=C/CO)ccc1O[C@@H]1O[C@H](CO)[C@@H](O)[C@H](O)[C@H]1O | 99 | 104 | 107 | 93 | 99 | 95 | -0.2 | 0
CCCc1nnc(NC(=O)Nc2ccccc2OC)s1 | 101 | 98 | 104 | 103 | 100 | 91 | 0.1 | 27
Cc1ccc(C)c(N(C(=O)Cn2nnc(-c3cccs3)n2)C(C(=O)NC2CCCC2)c2ccncc2)c1 (stereo not drawn) | 99 | 100 | 106 | 99 | 98 | 97 | 0.0 | -1
COc1ccc2ccc3c(c2c1)N=CC1(O3)N(C)c2ccccc2C1(C)C (stereo not drawn) | 106 | 103 | 101 | 104 | 99 | 99 | 0.0 | 7
O=C(NCc1ccccc1)C1=C[C@@H](c2ccc(Br)cc2)C[C@@H](OCc2ccc(CO)cc2)O1 | 90 | 110 | 94 | 100 | 100 | 106 | -0.2 | 3
COc1ccc(CCNC(=O)C(=O)NCC2OCCN2S(=O)(=O)c2cc(F)ccc2F)cc1 (stereo not drawn) | 90 | 94 | 94 | 94 | 98 | 87 | 0.2 | 2
Cc1ccc(S(=O)(=O)N2CCN(c3ncnc4sccc34)CC2)cc1 | 118[may fluoresce green] | 106[may fluoresce green] | 113[may fluoresce green] | 96[may fluoresce green] | 109 | 145[may fluoresce green] | 0.2 | -5
O=S(=O)(NC1CCCCC1)c1ccc(Cl)nc1 | 116 | 106 | 112 | 106 | 98 | 107 | -0.3 | -2
Cc1nc2ncnn2c(C)c1CCC(=O)NCc1ccccc1 | 102 | 99 | 101 | 100 | 97 | 101 | 0.0 | 2
O=C(c1cc(C2CC2)nc2ccc(Br)cc12)N1N=C(C(F)F)CC1(O)C(F)F (stereo not drawn) | 105 | 106 | 102 | 104 | 89 | 113 | 0.0 | 7
COc1ccc2c(c1)C(=O)N(c1ccccc1OC)C(=O)C2 | 100 | 99 | 100 | 95 | 108 | 98 | -0.2 | 0

Structural class: those above containing bromine (three)
SMILES | AGP1 TOR yeast | LAP4-GFP MLPCN | MEP2-GFP yeast | RPL19A TOR yeast | CR mimetic SO | CIT2 TOR yeast | Efflux pump mplx | AHR act
COc1cc(CN2CCC(C(=O)N3CCCC(C)C3)CC2)cc(Br)c1O (stereo not drawn) | 86 | 89 | 99 | 91 | 108 | 92 | -0.1 | -1
O=C(NCc1ccccc1)C1=C[C@@H](c2ccc(Br)cc2)C[C@@H](OCc2ccc(CO)cc2)O1 | 90 | 110 | 94 | 100 | 100 | 106 | -0.2 | 3
O=C(c1cc(C2CC2)nc2ccc(Br)cc12)N1N=C(C(F)F)CC1(O)C(F)F (stereo not drawn) | 105 | 106 | 102 | 104 | 89 | 113 | 0.0 | 7
